# Rin1 Abl inh = human Rin1-Abl interaction inhibition | TR-FRET Rin1/Abl binding, biochemical | inhibition, % at 7.35 µM | 0.4% of 360,000 active | AID 588664; in the data active = inhibition above about 5%, passing the limit was not always enough
# MLLE-PAM2 inh = blocks PAM2 peptide binding to the PABP1 MLLE domain; P11940; inhibition, % at 20 µM; 0.36% of 360,000 active; GST-MLLE / FITC-PAM2 fluorescence polarization; in the data active = inhibition above about 35%, passing the limit was not always enough;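 note: plate controls were DMSO wells with GST-MLLE for no effect and wells lacking GST-MLLE protein for full effect; some results filed as inactive read as strong as hits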
# Target sequence (P11940 whole entry, looked up, the tested form may be a part): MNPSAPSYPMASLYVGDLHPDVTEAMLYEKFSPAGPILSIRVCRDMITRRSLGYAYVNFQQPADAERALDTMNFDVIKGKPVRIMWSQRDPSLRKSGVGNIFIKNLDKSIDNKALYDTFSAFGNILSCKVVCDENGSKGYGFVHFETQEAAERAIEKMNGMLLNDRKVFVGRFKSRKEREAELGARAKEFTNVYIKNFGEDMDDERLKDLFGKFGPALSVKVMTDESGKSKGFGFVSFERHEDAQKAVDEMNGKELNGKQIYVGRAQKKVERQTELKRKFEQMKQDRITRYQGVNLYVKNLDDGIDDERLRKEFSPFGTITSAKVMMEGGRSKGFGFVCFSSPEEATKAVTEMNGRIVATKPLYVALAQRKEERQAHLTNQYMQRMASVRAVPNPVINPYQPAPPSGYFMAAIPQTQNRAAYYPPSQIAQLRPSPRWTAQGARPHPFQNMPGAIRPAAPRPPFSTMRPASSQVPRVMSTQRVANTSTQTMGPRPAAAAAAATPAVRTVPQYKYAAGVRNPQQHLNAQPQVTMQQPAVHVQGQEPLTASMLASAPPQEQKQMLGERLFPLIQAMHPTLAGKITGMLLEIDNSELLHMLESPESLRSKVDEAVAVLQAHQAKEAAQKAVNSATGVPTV
# E coli Lon inh = E. coli protease La inhibition; inhibition, % at 7.94 µM; AID 602123; 0.42% of 360,000 active; P0A9M0; purified E. coli Lon protease, fluorescence polarization; in the data active = inhibition above about 13%, passing the limit was not always enough;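 note: 0% = enzyme with probe and DMSO and 100% = no enzyme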
# FAS-TE inh = FAS thioesterase (human) inhibition; recombinant FAS-TE, OMFH fluorogenic substrate, fluorescence endpoint; AID 602261; P49327; 0.67% of 360,000 active; inhibition, % at 15 µM;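 active = compounds whose normalised, plate-corrected inhibition of enzyme fluorescence in the single-dose primary screen is 50% or more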;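 note: 0% = DMSO with enzyme and 100% = substrate without enzyme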
# MsrA inh = inhibitors of bovine MsrA | 0.75% of 360,000 active | inhibition, % at 15.5 µM | purified bovine MsrA, absorbance read-out; in the data active = inhibition above about 4.5%;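 note: 0% = vehicle wells with enzyme and 100% = reference inhibitor wells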
# Neddylation inh = cullin neddylation inhibition. TR-FRET cullin neddylation, biochemical. calls only at 25 µM. AID 651699. 0.58% of 360,000 active; in the data active = inhibition above about 36%
# CSN inh = inhibitors of human CSN-mediated cullin deneddylation | Q92905 | Purified CSN, SCF-Nedd8-OG deneddylation, fluorescence polarization | inhibition, % at 12.5 µM | 0.38% of 360,000 active;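 active = pattern-corrected inhibition above about 35%, with an unprinted fluorescence ratio check between 0.5 and 1.5, limit read from the data, passing the limit was not always enough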;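 note: 0% = enzyme with substrate and 100% = substrate without enzyme; some results filed as inactive read as strong as hits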
# Target sequence (Q92905 whole entry, looked up, one chain of several): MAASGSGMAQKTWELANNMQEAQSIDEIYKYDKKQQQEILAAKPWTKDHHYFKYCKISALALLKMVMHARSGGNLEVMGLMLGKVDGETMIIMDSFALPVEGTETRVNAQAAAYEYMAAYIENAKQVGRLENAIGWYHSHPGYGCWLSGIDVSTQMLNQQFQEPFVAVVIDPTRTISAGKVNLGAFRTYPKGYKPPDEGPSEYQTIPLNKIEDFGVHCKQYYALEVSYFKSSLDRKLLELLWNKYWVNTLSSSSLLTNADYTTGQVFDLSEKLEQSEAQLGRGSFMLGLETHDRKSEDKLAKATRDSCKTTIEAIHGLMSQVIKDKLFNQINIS
#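 Assay system: HEK293T-derived human Csn5 enzyme; quantity: 0.24 nM enzyme; medium: Tris/NaCl/DTT buffer, pH 7.5; also added: substrate SCFSkp2-Nedd8OG, 10 nM; doses: 12.5 µM compound; schedule: 90 min reaction at room temperature; signal: FP; read-out: % inhibition of substrate cleavage by Csn5; benchmarks: substrate-only high control, full reaction low control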
# bovine MsrA act = activators of bovine methionine sulfoxide reductase A | purified bovine MsrA, absorbance read-out | 0.3% of 360,000 active | activation, % at 10.6 µM | AID 602163; in the data active = activation above about 7.5%;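 note: 0% = vehicle and 100% = reference activator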
# Tb MetRS inh = blocks T. brucei methionyl-tRNA synthetase activity; purified T. brucei MetRS, ATP depletion, Kinase-Glo luminescence; inhibition, % at 11.9 µM; 0.4% of 360,000 active; AID 624268;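 active = inhibition above a per-plate cutoff of the control wells' mean inhibition plus 3 SD, cut at about 5.5% in these data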;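 note: 0% = DMSO wells median and 100% = median of wells with control inhibitor compound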
#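 Dosing: 11.9 µM single point; system: parasite MetRS enzyme; technique: luminescence of leftover ATP; times: 15 min enzyme-compound preincubation, 2 h reaction, 10 min detection, 25 °C; replicates: each compound tested once; read-out basis: percent inhibition relative to median high and low control wells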
# * marks the source's active call; other numbers are inactive results; i = inactive; / = no result given.
# A first look, two compounds:
SMILES,Rin1 Abl inh,MLLE-PAM2 inh,E coli Lon inh,FAS-TE inh,MsrA inh,Neddylation inh,CSN inh,bovine MsrA act,Tb MetRS inh
CCSc1nnc(SCC(=O)NNC(=O)c2ccccc2F)s1,2,-5,-1,-8,-0.2,i,4,-2,0.3
O=C1COc2ccc(S(=O)(=O)Nc3ccc(F)cc3)cc2N1,3,-14,2,-4,1.0,i,1,-11,-1.1

# The whole of this part, from the start:
SMILES,Rin1 Abl inh,MLLE-PAM2 inh,E coli Lon inh,FAS-TE inh,MsrA inh,Neddylation inh,CSN inh,bovine MsrA act,Tb MetRS inh
CCSc1nnc(SCC(=O)NNC(=O)c2ccccc2F)s1,2,-5,-1,-8,-0.2,i,4,-2,0.3
O=C1COc2ccc(S(=O)(=O)Nc3ccc(F)cc3)cc2N1,3,-14,2,-4,1.0,i,1,-11,-1.1
Cc1ccc(S(=O)(=O)c2cc(N3CCOCC3)nc(-c3ccccc3)n2)cc1,0,-8,0,17,1.1,i,-8,-1,-0.5
O=C(NC1CC1)C1CCN(C2CCN(C(=O)/C=C/c3ccc(F)cc3)CC2)CC1,1,-18,6,-4,1.0,i,-4,-1,-0.8
O=C(CCn1nnc(-c2cccs2)n1)N1CCc2ccccc2C1,-3,4,-7,1,-0.3,i,4,-3,-0.3
CSC[C@H]1CN(c2ccccc2)C(=O)[C@@H]1CC(=O)Nc1ccccc1,-3,-5,8,0,1.4,i,8,-1,-1.0
Cc1ccsc1/C=N/NC(=O)c1cc(-c2ccncc2)nc2ccccc12,-4,9,-8,-3,3.0,i,-5,-3,-0.4
CCOC(=O)CSc1nc(N)c(C(=O)Nc2ccc(N(C)C)cc2)s1,-2,27,0,-2,3.4,i,5,-5,-0.1
CC(Oc1ccc2c(c1)c1ccnc3c4ccccc4c(=O)n2c13)C(=O)NCCN1CCOCC1 (stereo not drawn),-9,34,-4,-5,0.6,/,6,-13,-0.3
COc1ccc(N(C(C)=O)S(=O)(=O)c2cccs2)cc1,-1,-17,15,1,0.1,i,-1,-2,-0.8
CCN(C(=O)C1CCCO1)c1ccccc1 (stereo not drawn),0,7,-1,-5,-1.0,i,0,0,0.1
C=CCn1c(-c2ccccc2)cc(SC)c(C#N)c1=O,2,12,-8,21,0.1,i,-9,-4,0.6
COC(=O)c1ccc(NC(=O)CO/N=C2\CCCc3nonc32)cc1,0,-10,-10,-1,-0.5,i,2,-3,0.1
Fc1ccc(CNCc2ccccc2Cl)cc1,2,-5,3,-2,2.1,i,15,-3,-0.7
Cc1cn([C@H]2C[C@H](O)[C@@H](CNCc3ccc(N4CCN(C)CC4)cc3F)O2)c(=O)[nH]c1=O,2,2,-5,-13,-1.6,i,-1,-9,0.3
CCSc1nnc(-c2ccc(OC)cc2)o1,0,-12,0,-2,-0.1,i,-1,0,0.0
CC(=O)Nc1cccc(-n2nnc(SCC(=O)Nc3ccccc3)n2)c1,-2,8,-4,0,0.7,i,7,-3,-0.5
COc1ccc(C)cc1/C=C/C(=O)N1CCN(S(=O)(=O)c2cccs2)CC1,1,-65,1,5,0.4,/,2,-2,-0.2
COc1ccccc1/C=C/C=N/n1c(-c2ccc(Cl)cc2)n[nH]c1=S,-1,-81,-1,2,-1.1,i,3,1,-0.1
Cc1ccc2nc(SCc3nnc(-c4ccccc4[N+](=O)[O-])o3)c(C#N)cc2c1,0,-9,-2,29,-0.7,i,0,-3,-0.1
Cc1cc2cc(CCNC(=O)c3cccc([N+](=O)[O-])c3)c(=O)[nH]c2cc1C,0,-6,7,32,0.6,i,5,-2,-0.5
O=C1NN(c2cccc(Br)c2)C(=O)/C1=C/c1ccc(-c2cc([N+](=O)[O-])ccc2O)o1,-1,-10,-3,1,/,i,13,-1,-0.6
COCC(C)N1CCC(n2nccc2NC(=O)c2ccccc2Cl)CC1 (stereo not drawn),-2,1,-6,-6,-0.3,i,-4,-1,-0.3
C=CCC[C@H](Cc1ccc(F)cc1)C(=O)OC[C@H](Cc1c[nH]c2ccccc12)NC(=O)[C@@H](CC=C)CC(=O)NCCO,-2,1,-2,39,-0.1,i,-3,4,-0.1
CC(C)Oc1ccc(/C(O)=C2/C(=O)C(=O)N(CCN3CCOCC3)C2c2ccccc2)cc1 (stereo not drawn),-4,2,-15,-9,1.2,i,-2,1,-0.5
CCn1c(N2CCN(C(=S)Nc3ccc(OC)cc3)CC2)nc2ccccc21,3,-115,0,-3,-1.6,i,0,-8,-0.5
CC(=O)Nc1ccc(S(=O)(=O)Nc2nc3n(n2)C(c2ccccc2)CC(=O)N3)cc1 (stereo not drawn),0,-5,-3,-9,-0.4,i,-1,-5,-0.3
O=c1c2sccc2n(Cc2cccc(F)c2)c(=O)n1-c1ccc(F)cc1,-1,17,-16,0,0.2,i,0,-3,-0.4
Cc1ccc(-c2ccc([C@H]3[C@H]4C=CC[C@@H](C)[C@@H]4C(=O)N3Cc3ccccc3)c(F)c2)cc1,3,-4,9,20,0.8,i,1,-5,0.0
O=C(N=C1SC2CS(=O)(=O)CC2N1c1ccc(Cl)cc1Cl)C1CCCO1 (stereo not drawn),6,-7,-3,-5,0.5,i,3,-17,-0.6
COc1ccc(C(N)c2csc(NC(=O)Nc3cccc(C(F)(F)F)c3)n2)cc1 (stereo not drawn),3,-5,5,-22,-1.8,i,-6,3,-0.3
COc1ccccc1NC(=O)COC(=O)C1C2CC3OC(=O)C1C3C2 (stereo not drawn),0,-11,-9,-3,0.8,i,0,-4,-1.0
Cn1c(=O)n(CC(=O)Nc2cccnc2)c2ccccc21,1,-11,1,-6,0.2,i,1,-9,-0.7
COc1ccc(/C=N/NC(=O)c2ccc(N(C)S(=O)(=O)c3ccccc3)cc2)cc1,-1,-13,9,10,1.0,i,-1,-4,-0.5
O=C(CNC(=O)c1sc2ccccc2c1Cl)NC1CC1,1,1,2,-6,0.1,i,5,-8,-0.7
CCOc1ccc(CC(=O)NCc2ccc3c(c2)cc(C)n3C)cc1,-12,18,-3,-2,0.4,i,3,0,-0.1

# Looked up above.
# O=C(NC1CC1)C1CCN(C2CCN(C(=O)/C=C/c3ccc(F)cc3)CC2)CC1 @ bovine MsrA act: -1
# Cc1ccsc1/C=N/NC(=O)c1cc(-c2ccncc2)nc2ccccc12 @ bovine MsrA act: -3
# O=C(CCn1nnc(-c2cccs2)n1)N1CCc2ccccc2C1 @ FAS-TE inh: 1

# The list continues:
SMILES,Rin1 Abl inh,MLLE-PAM2 inh,E coli Lon inh,FAS-TE inh,MsrA inh,Neddylation inh,CSN inh,bovine MsrA act,Tb MetRS inh
CC(=O)NC(Cc1ccccc1)C(=O)OCC(=O)c1ccccc1 (stereo not drawn),-1,16,-5,-15,1.7,i,-1,-9,-0.9
CC(C)CCC(O)(CCC(C)C)C(=O)NNc1ccccc1,1,9,-2,-2,1.6,i,-2,-3,0.8
C=C1CCN([C@@H](Cc2ccccc2)C(=O)Nc2ccc(OC)cc2)S(=O)(=O)c2ccccc21,-1,-4,-6,36,-0.9,i,-1,1,-0.3
Cc1ccccc1-c1ccc(/C=C2/SC(N3CCOCC3)=NC2=O)o1,-5,-7,-3,9,0.7,i,1,-1,-0.4
COc1ccc(C(=O)N/C(=C\c2cn(C)c3ccccc23)C(=O)N2CCOCC2)cc1,-3,-24,-3,-1,0.5,i,6,-3,-1.1
COCCN1C(=O)CC(NNC(=O)c2ccc(S(=O)(=O)N3CCCC3)cc2)C1=O (stereo not drawn),3,0,-4,-3,-1.1,i,14,0,0.7
CCN1CCN(C(=O)Nc2ccc(Cc3ccc(NC(=O)N4CCN(CC)CC4)cc3)cc2)CC1,-2,0,-3,-6,0.8,i,2,8.2*,-0.7
COC(=O)c1ccc(/C=C2/SC(=S)N(CCC(=O)N3CCOCC3)C2=O)cc1,0,23,-14,-1,1.4,i,7,-2,0.2
Cc1ccc(C2CC(c3cccs3)=NN2C(=O)CSc2nc(=O)n3ccc(C)cc3n2)cc1 (stereo not drawn),-4,-31,-22,46,2.4,i,6,-4,-0.3
CC(=O)NC1=C(C#N)C(c2ccccc2)c2c(ccc3ccccc23)O1 (stereo not drawn),-1,-3,4,16,-1.0,i,3,-3,-0.1
CCCCNc1cc(=O)n(C)c(=O)n1C,-5,-2,-4,-9,0.2,i,-2,-2,0.1
Cc1ccc(C(=O)NC(=S)NCC2CCCO2)cc1 (stereo not drawn),-1,20,-6,5,-0.1,i,-2,0,-1.0
CCOC(=O)c1c(C)n(CC(O)CN(C)C)c2cc(Br)c(OC)cc12 (stereo not drawn),3,-11,7,-4,-1.3,i,4,2,-0.7
Cc1ccc(O)c(NC(=O)c2cc(-c3ccccc3Cl)on2)c1,2,-7,-5,-1,0.5,i,2,-2,-0.2
Cc1nn(-c2ccccc2)c(C)c1NC(=O)COC(=O)[C@@H](NC(=O)c1ccccc1)C(C)C,-1,-3,-9,-3,-0.6,i,0,0,-0.1
O=C(COC(=O)/C=C/c1cccc(Cl)c1)NC1CCCC1,-1,-4,11,0,-0.6,i,-1,-9,-0.6
O=C(CNC(=O)Cc1cccc2ccccc12)NCc1ccc(F)cc1,-1,3,-5,-4,-1.2,i,-5,-6,-0.2
NCC(=O)N1CCC(C(=O)N[C@@H](Cc2c[nH]c3ccccc23)C(=O)O)CC1,1,8,-2,-6,0.0,i,-5,-1,-0.7
Cc1ccn2c(=O)c(NC(=O)COc3ccccc3)c(C)nc2c1,5,-9,-7,-6,4.9*,i,1,-8,-0.5
COc1ccc(CCN(C)C2CCCN(C(=O)Cn3cnnn3)C2)cc1OC (stereo not drawn),0,-6,-6,-4,-0.3,i,-4,4,-0.2
CC1CCN(c2ccc([N+](=O)[O-])c(SCCO)c2)CC1,-7,9,0,6,3.6,i,4,-2,-0.3
O=C(Nc1ccc(F)cc1)C1CCCO1 (stereo not drawn),1,1,-3,4,-0.7,i,4,-4,-1.2
Cc1ccc(S(=O)(=O)NC(=O)COc2ccccc2C(N)=O)cc1,3,-1,-2,-5,0.5,i,3,-2,-1.0
CCOC(=O)CSc1ncccn1,3,24,-5,-12,-1.7,i,-2,-2,-0.4
Cc1ccc(S(=O)(=O)N2CCC(C(=O)NCCCN3CCCC3=O)CC2)cc1C,4,-23,-11,-7,-0.5,i,0,-9,-0.5
O=C(COC(=O)C1CCN(S(=O)(=O)c2ccccc2C(F)(F)F)CC1)NCc1ccc(F)cc1,-3,2,-1,7,0.3,i,-1,-4,-1.2
CCCc1c(C)c2cc(C)ccc2[nH]c1=O,0,13,-7,-4,-0.2,i,2,-5,-1.5
CCCn1c2ccc(C)cc2c2nnc(SCCN3CCOCC3)nc21,-5,14,-3,2,0.9,i,2,-2,-0.8
O=C(C(=O)N1CCN(C(=O)OCc2ccccc2)CC1)c1cccnc1,/,/,/,/,-0.2,i,1,/,-0.8
Cc1c(C(=O)Nc2ccc(S(=O)(=O)Nc3ncccn3)cc2)oc2ccc(F)cc12,4,-5,8,-2,-0.1,i,4,-10,-1.4
NS(=O)(=O)c1ccc(NC(=O)COC(=O)CC2Sc3ccccc3NC2=O)cc1 (stereo not drawn),5,6,1,-4,-0.6,i,1,-6,-0.1
CCOc1c(CNCCCSc2nc(C)cc(C)n2)cccc1OC,1,-8,-8,-4,0.9,i,-4,-2,0.3
O=C(N/N=C(\c1ccccc1)c1cccnc1)c1ccc(O)cc1,-3,3,-6,-3,3.5,i,1,-7,0.1
CCc1nn(CC(=O)N2CCCCCC2)c(=O)c2cc3ccccc3n12,-5,2,-7,-10,3.3,i,2,-6,-0.3
COC(=O)CSc1nnc(-c2ccc(S(=O)(=O)N3CCC(C)CC3)cc2)o1,3,-28,-11,-9,-0.8,i,-2,-9,-0.7
CC(C)COP(=O)(c1ccc(N(C)C)cc1)C(O)c1ccc(Br)cc1 (stereo not drawn),-2,6,-2,4,-1.0,i,-2,-7,-1.2

# Assay outcomes from PubChem BioAssay.
